# Bioassay records as filed in PubChem.
# Bim-Bfl-1 – inhibitors of Bim binding to Bfl-1, primary screen, biochemical, multiplexed, bead-based flow cytometry | hit rate 0.12% among 190,000 | inhibition, % at 10 µM | Bim-Bfl-1 binding inhibition | Bcl-2-related protein A1 (Homo sapiens), Q16548;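 further: 0% = wells without compound plus tracer and 100% = blocker peptide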
# GSH fluor – compound fluorescence on glutathione beads, profiling panel, artefact control, biophysical, 488/530 nm, flow cytometry. hit rate 0.25% among 190,000. GSH beads flow cytometry, compound fluorescence 488/530 nm; active compounds read high. fluorescence (KMESF) at 10 µM; in the data active means fluorescence above about 89;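 further: glutathione beads carrying GST-tagged Bcl family fusion proteins plus one bare bead set; values are compound well signal with DMSO vehicle wells as background; inactives centre near 16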
# Bim-Bcl-XL – inhibitors of Bim-Bcl-XL binding, primary screen, biochemical, multiplexed, bead flow cytometry, human Bcl-XL; Bcl-2-like protein 1 (Homo sapiens), Q07817; Bim peptide-Bcl-XL binding, fluorescence; inhibition, % at 10 µM; hit rate 0.04% among 190,000
# Bcl-W Bim block – inhibitors of Bim binding to Bcl-W, primary screen, biochemical, multiplexed, bead-based flow cytometry. Bcl-2-like protein 2 (Homo sapiens), Q92843. hit rate 0.02% among 190,000. inhibition, % at 10 µM. AID 952, 2007. Bim peptide-Bcl-W binding;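 further: 0% = bound tracer without compound and 100% = peptide blocker; higher means less fluorescent Bim peptide bound to Bcl-W beads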
# Target sequence (Q92843 whole entry, looked up): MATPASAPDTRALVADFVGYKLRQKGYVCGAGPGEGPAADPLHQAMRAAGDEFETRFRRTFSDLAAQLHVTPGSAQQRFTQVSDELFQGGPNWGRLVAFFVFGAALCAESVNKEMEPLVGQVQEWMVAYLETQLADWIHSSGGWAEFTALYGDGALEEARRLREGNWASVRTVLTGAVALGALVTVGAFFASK
# Bim-Bcl-B – inhibitors of Bim-Bcl-B binding, primary screen, biochemical, multiplexed, human Bcl-2 family; Bcl-2-like protein 10 (Homo sapiens), Q9HD36; bead-based flow cytometry, Bim peptide-Bcl-B binding; inhibition, % at 10 µM; AID 951, 2007; hit rate 0.073% among 190,000;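 further: 0% = tracer peptide without compound and 100% = reference inhibitor peptide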
# Target sequence (Q9HD36 whole entry, looked up): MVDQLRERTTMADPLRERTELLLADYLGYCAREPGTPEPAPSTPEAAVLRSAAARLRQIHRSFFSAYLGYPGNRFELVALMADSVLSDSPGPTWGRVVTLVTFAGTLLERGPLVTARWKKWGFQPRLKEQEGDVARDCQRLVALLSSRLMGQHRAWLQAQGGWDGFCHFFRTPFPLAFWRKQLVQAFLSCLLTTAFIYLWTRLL
# ABCG2 block – ABCG2 efflux pump inhibitors, primary screen, multiplex with ABCB1, IgMXP3 cells, flow cytometry; inhibition, % at 6.6 µM; hit rate 0.1% among 190,000; Broad substrate specificity ATP-binding cassette transporter ABCG2 (Homo sapiens), Q9UNQ0; AID 1325, 2008; JC-1 efflux;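 active means inhibition above 80%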;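 further: 0% = DMSO and 100% = nicardipine control wells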
# Target sequence (Q9UNQ0 whole entry, looked up): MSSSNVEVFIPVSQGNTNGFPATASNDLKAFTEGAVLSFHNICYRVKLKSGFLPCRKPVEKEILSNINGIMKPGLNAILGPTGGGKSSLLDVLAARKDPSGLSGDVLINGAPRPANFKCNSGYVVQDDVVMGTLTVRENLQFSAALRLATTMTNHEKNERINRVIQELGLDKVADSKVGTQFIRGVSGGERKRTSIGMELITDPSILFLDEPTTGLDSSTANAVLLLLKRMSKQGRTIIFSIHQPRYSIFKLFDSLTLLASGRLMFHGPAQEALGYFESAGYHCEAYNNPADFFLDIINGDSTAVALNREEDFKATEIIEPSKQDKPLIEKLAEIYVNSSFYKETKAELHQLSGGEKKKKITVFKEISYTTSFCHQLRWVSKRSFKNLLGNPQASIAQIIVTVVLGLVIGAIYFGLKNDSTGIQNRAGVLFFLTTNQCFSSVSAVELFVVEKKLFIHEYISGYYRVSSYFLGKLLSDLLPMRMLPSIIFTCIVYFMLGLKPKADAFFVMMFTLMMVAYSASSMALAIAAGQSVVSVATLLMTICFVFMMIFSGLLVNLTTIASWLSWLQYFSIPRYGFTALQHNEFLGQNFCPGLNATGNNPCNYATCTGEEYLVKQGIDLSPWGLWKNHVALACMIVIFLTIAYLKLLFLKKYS
#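 Measure – % inhibition of efflux relative to nicardipine and DMSO · Test system – ABCG2 IgMXP3 and barcoded ABCB1 CCRF-Adr cell mix · Control set – nicardipine as high control, DMSO as low control · Compound – one concentration, 6.6 µM final · Signal – flow cytometry of retained JC-1 fluorescence · Timing – 10 min exposure at 25 °C with rotation, no wash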
# Bim-Bcl-2 – inhibitors of Bim-Bcl-2 binding, primary screen, biochemical, multiplexed, human Bcl-2 family | Bead-based flow cytometry, Bim peptide-Bcl-2 binding | hit rate 0.06% among 190,000 | inhibition, % at 10 µM | Apoptosis regulator Bcl-2 (Homo sapiens), P10415 | AID 950, 2007; in the data active means inhibition above about 40%; inconclusive means no clear call, values can overlap the other calls;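 further: 0% = no compound wells with probe peptide and 100% = reference peptide inhibitor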
# RGS4-Gao reg – modulators of RGS4 binding to Galphao, primary screen, biochemical, multiplexed bead flow cytometry | Guanine nucleotide-binding protein G(o) subunit alpha (Homo sapiens), P09471 | actives lie on both sides | binding response (% of control), % at 10 µM | hit rate 0.33% among 220,000 | AID 1415, 2008; in the data active means binding response below about 49% or above about 150%; inactive means in between;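 further: fluorescent Galphao activated with aluminum fluoride binding bead-coupled RGS4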
# RGS8-Gao – RGS8-Galphao binding modulators, primary screen, biochemical, multiplexed bead flow cytometry; Guanine nucleotide-binding protein G(o) subunit alpha (Homo sapiens), P09471; response (percent of control binding), % at 10 µM; actives lie on both sides; hit rate 0.34% among 220,000; in the data active means response below about 60% or above about 140%; inactive means in between;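 further: Galphao activated as the GDP aluminium fluoride complex binding bead-coupled RGS8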
# RGS7-Gao reg – RGS7-Galphao binding modulators, primary screen, biochemical, multiplexed bead flow cytometry; Guanine nucleotide-binding protein G(o) subunit alpha (Homo sapiens), P09471; actives lie on both sides; binding response (% of control), % at 10 µM; hit rate 0.35% among 220,000; AID 1439, 2008; in the data active means binding response below about 49% or above about 150%; inconclusive means no clear call, values can overlap the other calls; inactive means in between;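 further: fluorescent Galphao held in activated GDP-AlF4 state binding bead-coupled RGS7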
# ABCB1 block – ABCB1 efflux pump inhibitors, primary screen, cell-based, multiplex, flow cytometry, ABCG2 counter-screen | ATP-dependent translocase ABCB1 (Homo sapiens), P08183 | CCRF-Adr cells, JC-1 efflux | inhibition, % at 6.6 µM | hit rate 0.067% among 190,000; in the data active means inhibition above about 40%;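 further: 0% = vehicle and 100% = reference inhibitor; higher value means more JC-1 retained so stronger ABCB1 efflux block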
# * hit, by the source's call; u = inconclusive. Unless noted, no stated cut-off is given here; in the data, active means inhibition above about 40%.
smiles	Bim-Bfl-1	GSH fluor	Bim-Bcl-XL	Bcl-W Bim block	Bim-Bcl-B	ABCG2 block	Bim-Bcl-2	RGS4-Gao reg	RGS8-Gao	RGS7-Gao reg	ABCB1 block
CCN(CC)C(=O)N1c2ccccc2CC(N(CC)CC)c2ccccc21 (configuration not stated)	-11	34	-11	0	-11	10	-10	98	97	99	1.4
COc1ccc(NC(=O)CSc2ncc(-c3ccc(F)cc3)n2Cc2ccco2)cc1	2	16	-1	1	-1	5	4	93	86	96	1.2
CCc1ccc(NC(=O)Cn2c(=O)n(CCCC(=O)NCc3ccco3)c(=O)c3ccccc32)cc1	-9	40	2	-1	-6	1	-2	98	103	102	0.1
CCN(CC)CCNC(=O)c1ccccn1	-7	12	-1	-2	-6	0	-7	101	103	99	0.0
COc1ccc(C2CC(c3ccc4ccccc4c3)=NN2C(=O)CSc2ncccn2)cc1 (configuration not stated)	-10	11	-5	-2	-14	0	-7	100	99	103	-0.1
CNC(=S)N/N=C(\C)c1ccc(N2CCOCC2)cc1	19	14	19	15	15	12	9	95	86	98	-0.3
Cc1csc(NC(=O)c2cc3c(s2)CCCC3)n1	3	32	-6	-2	-2	31	-7	95	80	93	0.8
COc1cc2c(cc1OC)C(C(=O)N1CCN(c3ccccc3)CC1)C(c1cccs1)N(C)C2=O (configuration not stated)	-14	52	6	3	-33	2	-14	99	103	97	0.1
COCCn1cnnc1SCC(=O)Nc1cc(OC)c([N+](=O)[O-])cc1C	-2	7	-1	-4	-5	4	-4	106	102	103	0.3
CCOC(=O)c1ccc(NC(=S)NCCc2ccccc2)cc1	0	12	-2	-3	-1	2	-1	101	100	97	0.1
O=S(=O)(Nc1nc2ccccc2nc1N1CCc2ccccc2C1)c1ccc(Br)cc1	0	6	-4	0	1	-1	2	107	107	108	1.7
c1ccc(-c2nc(-c3cccnc3)n[nH]2)cc1	-19	17	-7	-5	-7	4	-6	101	99	102	0.6
CCOC(=O)c1cc(NC(=O)c2ccc(C)cc2)c(=O)oc1-c1ccccc1	-24	37	-11	-3	-15	46	-15	102	103	103	2.1
CCn1c(=O)cc(OCC(=O)N2CCCC2)c2ccccc21	-6	21	1	2	-1	-2	-2	99	108	104	-2.3
COc1ccc(-n2ncc3c(NCC(C)C)ncnc32)cc1	-13	23	-6	-4	-9	43	-14	101	100	99	0.3
CC(NC(=O)C1C2C=CC(C2)C1C(=O)O)c1ccccc1 (configuration not stated)	-16	37	-2	2	-6	6	-5	102	103	99	-0.4
COc1cc(OC)cc(C(=O)N[C@H](C(=O)OCC(=O)NC(=O)c2cccn2C)C(C)C)c1	-3	15	-1	-1	-5	2	-2	93	94	93	0.4
OC(CN1C2=NCCCN2c2ccccc21)c1ccc2c(c1)OCO2 (configuration not stated)	-4	26	-1	-4	0	3	-3	96	100	100	1.0
CNC(=S)N1CCN(c2ccccc2OC)CC1	-1	14	-5	-3	-3	1	0	105	107	108	-0.1
CSC1=NCCN1C(=O)c1cccs1	-8	14	-10	-6	-9	3	-8	99	101	100	0.2
C=CCNC(=O)COc1ccc(Br)cc1Cl	-17	29	-11	-7	-11	29	-13	94	100	96	-0.3
CCn1cc(/C=C(/C#N)S(=O)(=O)c2ccccc2)cn1	-9	29	0	-1	-1	0	-5	94	96	94	0.1
O=C(CS(=O)(=O)c1cn(Cc2cccc(F)c2)c2ccccc12)N1CCOCC1	-10	9	-7	3	-9	1	-7	105	104	104	0.7
COc1cc(NC(=O)c2ccc(Br)o2)c(C(=O)O)cc1OC	-8	34	0	0	-4	2	-5	100	99	95	0.4
Fc1cccc(F)c1/C=N/N1CCOCC1	-4	11	0	0	-2	2	-4	105	105	101	0.0
CCCCNC(=O)CSc1nc2cc3c(cc2c(=O)n1Cc1ccco1)OCO3	-3	10	0	1	-2	7	-1	100	102	99	2.2
CCCOc1cccc(-c2cc(C(=O)NN)c3ccccc3n2)c1	1	13	-6	-3	-7	-7	1	74	69	74	-0.7
CC1(C(=O)NC2CCCC2)CCC(=O)N1CCC1=CCCCC1 (configuration not stated)	-17	36	-8	0	-10	1	-15	91	91	87	0.5
CCCCCCNC(=O)CCNC(=O)c1cc(OC)c(OC)c(OC)c1	-10	19	-4	1	-7	30	-11	98	99	101	0.7
CCOc1cc(NC(=O)c2ccccn2)c(OCC)cc1NC(=O)c1ccc(OC)cc1	-6	23	-2	-4	-3	1	-4	102	103	107	0.5
CC(N=c1ccccn1C(=O)Nc1cccc(C(F)(F)F)c1)c1ccco1 (configuration not stated)	1	12	-1	-1	-4	11	0	101	100	100	1.1
O=C(Nc1nc2c(ccc3ccccc32)s1)c1ccco1	-2	26	-3	-4	-2	2	0	98	101	97	0.2
CC1CC2=C(CC1/C=N/NC(N)=S)C(C)(C)CCC2 (configuration not stated)	-4	7	-6	1	-3	1	-7	104	101	101	0.3
O=C(CSc1nnc(-c2ccc(Cl)s2)o1)N1CCCc2ccccc21	-12	21	-14	-11	-7	11	-11	95	96	98	-0.2
COc1ccc(NC(=O)c2ccc(-c3ccc([N+](=O)[O-])cc3)o2)cc1	0	25	-4	-2	-5	5	-1	102	104	102	-0.3
CCOC(=O)C1(Cc2cccc(OC)c2)CCCN(Cc2cnn(C)c2)C1 (configuration not stated)	-4	19	0	2	-4	3	-3	101	96	92	1.9
COc1cc(OC)cc(C(=O)NN2CCCCC2)c1	-20	35	-11	0	-9	6	-9	107	101	106	0.9
O=C(c1ccc(Cl)s1)N1CCN(c2ccccc2)CC1	-7	15	-13	-9	-11	3	-7	107	104	102	0.5
Cc1cccc(C(=O)NC2CCN(S(=O)(=O)c3ccccc3)CC2)c1	-3	9	1	0	-1	1	0	93	97	94	0.4
CCNC(=S)N1CCn2c(nc3ccccc32)C1	-1	21	-3	-3	1	0	-2	103	100	102	0.0
Cc1ccc(C)c(-c2csc(N/N=C/c3ccco3)n2)c1	-1	14	-6	-4	-7	10	0	103	103	97	11
N#CC1(c2nc3ccccc3[nH]2)CC1c1ccc2c(c1)OCO2 (configuration not stated)	2	3	7	4	1	0	0	104	105	107	0.1
COc1cc2c(C(=O)NCc3ccc(C)o3)cn(CC(C)C)c(=O)c2cc1OC	4	19	0	0	-2	2	-2	102	100	97	0.6
Cc1cc(C)c2nc(N3CCCC(C(=O)NCCCN4CCOCC4)C3)sc2c1 (configuration not stated)	-4	19	-3	-2	-3	1	-2	101	102	97	0.8
COC(=O)CCc1nc2cc(Cl)ccc2n(Cc2ccccc2)c1=O	0	21	-1	1	-4	1	-4	106	104	108	0.8
COc1ccc2c(c1)CCc1c(C(=O)NC3CCCCC3)noc1-2	-9	36	-7	1	-5	13	-7	101	101	100	0.5
CCCCN(CC)CCCNC(=O)Cn1nc(Cc2ccncc2)c2ccccc2c1=O	-2	23	-7	-3	-3	2	-5	102	102	103	0.8
CCOc1cc(S(=O)(=O)NCC2OCCc3ccccc32)c(OCC)cc1-n1cnnn1 (configuration not stated)	-19	21	-8	-2	-8	24	-10	100	102	99	1.0
Cc1ccc(CSCC(=O)NCc2ccco2)cc1	-2	17	-4	1	-2	4	1	100	101	102	1.2
CC(=O)N(c1ccc2oc(=O)sc2c1)S(=O)(=O)c1cccs1	7	17	-3	0	-12	3	-1	101	105	104	0.5
CCOC(=O)C1(CCOC)CCN(Cc2ccc(C(=O)OC)cc2)CC1	-4	12	-3	-4	-4	1	-3	95	101	103	0.3
COc1ccc(CSc2nc(C)cc(C)c2S(C)(=O)=O)cc1	1	15	-4	0	0	2	0	100	98	107	0.2
O=C(NCc1ccc2c(c1)OCO2)C(=O)Nc1ccccc1	-4	14	-3	-2	-4	1	-1	97	100	u	0.2
COc1ccc(OC)c(S(=O)(=O)N2c3cc(F)ccc3CCC2C)c1 (configuration not stated)	-2	28	-2	-3	-4	2	-1	95	99	97	-0.1
COc1cccc(/C=N/N2C(=O)C3C4c5ccccc5C(c5ccccc54)C3C2=O)c1OC (configuration not stated)	-19	23	-10	0	-11	20	-12	96	98	98	4.7
COc1ccccc1C(=O)C1CCCN(C(=O)c2cccnc2SC)C1 (configuration not stated)	0	9	0	-2	-2	22	0	98	101	98	3.3
Cc1ccc(S(=O)(=O)NNC(=O)Nc2ccc(Cl)c(Cl)c2)cc1	-6	16	-1	0	-3	5	-1	100	100	u	1.1
Cc1cccc(C)c1OCC(=O)N/N=C/c1cccn1C	0	28	-4	0	-3	0	0	104	101	98	0.3
O=C(CCN1C(=O)C2C3C=CC(C3)C2C1=O)N1CC(=O)N(CCc2ccccc2)C(=O)C1 (configuration not stated)	-14	22	-3	1	-7	11	-5	100	98	99	0.6
O=C(CSc1ncn[nH]1)Nc1ccc(Cl)c(S(=O)(=O)N2CCOCC2)c1	-2	18	0	-1	-11	7	0	98	99	95	1.0

# Next part
smiles	Bim-Bfl-1	GSH fluor	Bim-Bcl-XL	Bcl-W Bim block	Bim-Bcl-B	ABCG2 block	Bim-Bcl-2	RGS4-Gao reg	RGS8-Gao	RGS7-Gao reg	ABCB1 block
CCCCC(CC)CNC(=O)C(=O)c1ccccc1NC(C)=O (configuration not stated)	-4	9	-10	-3	-6	3	-3	101	103	101	0.7
Cc1csc(SCC(=O)Nc2ccc3c(c2)OCCO3)n1	-2	21	1	1	0	38	1	100	100	u	1.0
COc1cc2c(cc1OC)C(C)N(C(=O)c1cc3c(=O)oc4ccc(C)cc4c3s1)CC2 (configuration not stated)	-7	14	-9	-6	-13	19	-3	102	102	103	10
Cn1c(=O)c2c(nc(SCCN3CCOCC3)n2Cc2cccc3ccccc23)n(C)c1=O	-7	35	-3	3	-6	5	-6	100	100	101	4.2

# Given with values under each structure: 2 of the compounds above
# Screens in order – Bim-Bfl-1	GSH fluor	Bim-Bcl-XL	Bcl-W Bim block	Bim-Bcl-B	ABCG2 block	Bim-Bcl-2	RGS4-Gao reg	RGS8-Gao	RGS7-Gao reg	ABCB1 block
> CCOc1cc(NC(=O)c2ccccn2)c(OCC)cc1NC(=O)c1ccc(OC)cc1
→ -6	23	-2	-4	-3	1	-4	102	103	107	0.5
> COc1ccc(C2CC(c3ccc4ccccc4c3)=NN2C(=O)CSc2ncccn2)cc1 (configuration not stated)
→ -10	11	-5	-2	-14	0	-7	100	99	103	-0.1
